POLH inh = inhibitors of human DNA polymerase eta; Potency, µM (titrated, usually from 114 µM), without a hit: top-dose activity change, negative = inhibition, usual class: inhibitors; AID 588591; Q9Y253; hit rate 1.2% among 390,000; recombinant Pol eta, fluorescent DNA replication assay; note: potency is the fitted concentration of half-maximal effect; % is set by controls: 0 for no effect and ±100 for the full control effect
Target sequence (Q9Y253 whole entry, looked up): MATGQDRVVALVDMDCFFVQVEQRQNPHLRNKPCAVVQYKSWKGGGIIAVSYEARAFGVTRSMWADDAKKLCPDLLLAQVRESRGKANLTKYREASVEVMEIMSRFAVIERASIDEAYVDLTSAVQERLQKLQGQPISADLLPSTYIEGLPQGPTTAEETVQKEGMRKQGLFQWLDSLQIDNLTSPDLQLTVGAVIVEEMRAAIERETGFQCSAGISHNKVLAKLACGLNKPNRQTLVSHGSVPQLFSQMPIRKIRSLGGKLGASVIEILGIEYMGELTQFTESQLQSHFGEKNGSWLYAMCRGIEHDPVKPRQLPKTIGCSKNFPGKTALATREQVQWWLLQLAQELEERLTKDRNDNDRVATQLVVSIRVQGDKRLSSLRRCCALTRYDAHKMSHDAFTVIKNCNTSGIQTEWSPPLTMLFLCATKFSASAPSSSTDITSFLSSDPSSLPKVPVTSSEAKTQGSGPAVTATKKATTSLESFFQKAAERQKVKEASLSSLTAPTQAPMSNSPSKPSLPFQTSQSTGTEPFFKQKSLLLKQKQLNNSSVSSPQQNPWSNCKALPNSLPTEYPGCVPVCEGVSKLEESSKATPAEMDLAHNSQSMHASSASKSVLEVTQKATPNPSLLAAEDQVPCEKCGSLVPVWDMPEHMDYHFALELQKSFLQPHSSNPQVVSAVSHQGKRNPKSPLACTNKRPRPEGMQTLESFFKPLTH
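Pol eta at 10 nM preincubated with compounds 15 min at room temperature; reaction started with fluorescent substrate (50 nM final) and read kinetically at 0 and 10 min.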
GLS inh = inhibitors of human glutaminase (GLS); AID 624170; O94925; Potency, µM (series often up to 45.5 µM), inactives show at the highest dose activity change, negative = inhibition, hits mostly inhibitors; hit rate 0.21% among 410,000; GLS enzymatic activity, qHTS titration; note: potency is the fitted concentration of half-maximal effect; % is set by controls: 0 for no effect and ±100 for the full control effect
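hKGA in 45 mM KH2PO4 (pH 8.2), 0.02% Tween-20 with compound, then 1mM L-Glutamine (stock as added) plus glutamate oxidase/HRP/Amplex red coupling mix. Fluorescence read initially and after 30 min at RT; signal change reflects glutamate formation.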
PGK inhibitor = inhibitors of T. brucei phosphoglycerate kinase; P07378; PGK/GAPDH coupled, Kinase-Glo luminescence, 60 min; Potency, µM (top dose mostly 57.5 µM), for the others: at the top dose activity change, negative = inhibition, hits mostly inhibitors; hit rate 0.043% among 380,000; AID 602233; note: potency is the fitted concentration of half-maximal effect; % is set by controls: 0 for no effect and ±100 for the full control effect; nearly all actives have a fitted effect of over 60% in size
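Luminescent ATP detection (Kinase-Glo Plus) follows a 60-minute room-temperature incubation, with wells lacking PGK as controls. Buffer: 100 mM TEA (pH 7.6), 5 mM MgCl2, 0.01% Tween-20. Coupling enzyme GAPDH (100 nM final) supplies unstable 1,3-BPG in-well.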
G9a block = G9a (human) methyltransferase inhibition | Q96KQ7 | Potency, µM (titrated, usually from 102 µM), for inactives: at the highest dose activity, negative = inhibition, hits mostly inhibitors | AID 504332 | hit rate 8.8% among 350,000 | G9a H3K9 monomethylation, AlphaScreen, 2 h; note: potency is the fitted concentration of half-maximal effect; % is set by controls: 0 for no effect and ±100 for the full control effect; nearly all actives have a fitted effect of over 75% in size
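Compounds were preincubated with 20 nM G9a for 15 min, after which biotinylated H3K9 peptide (500 nM) and SAM (20 uM) started a 2 h room-temperature reaction. Monomethylated product was quantified by antibody-based AlphaScreen chemiluminescence.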
HP1b chromo inh = HP1-beta chromodomain-methylated histone interaction inhibition; Potency, µM (doses to about 114 µM), inactives show at the top dose activity change, negative = inhibition, actives largely listed as inhibitors; hit rate 0.56% among 390,000; AlphaScreen HP1-beta / biotin-H3K9me3 peptide binding; P83916; note: potency is the fitted concentration of half-maximal effect; nearly all actives have a fitted effect of over 70% in size; inactives centre near 23
Target sequence (P83916 whole entry, looked up): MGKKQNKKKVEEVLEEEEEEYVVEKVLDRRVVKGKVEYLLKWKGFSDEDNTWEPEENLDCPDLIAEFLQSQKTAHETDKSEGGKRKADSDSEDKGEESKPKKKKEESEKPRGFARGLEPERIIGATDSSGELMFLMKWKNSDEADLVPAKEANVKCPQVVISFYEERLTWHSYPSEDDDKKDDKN
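Compound inhibition of the preformed complex between 50 nM HP1-beta and 50 nM biotinylated H3K9me3 peptide was read by AlphaScreen. Buffer was PBS pH 7.4 with 0.01% Tween-20. Incubations ran 30 min at room temperature, with 10 ug/mL donor/acceptor beads.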
JMJD2A Tudor = JMJD2A Tudor domain (human) inhibition. O75164. AlphaScreen JMJD2A-Tudor / H3K4me3 peptide binding. Potency, µM (doses to about 114 µM), without a hit: at the highest dose activity change, negative = inhibition, hits mostly inhibitors. hit rate 4.4% among 390,000. AID 504339; note: potency is the fitted concentration of half-maximal effect; % is set by controls: 0 for no effect and ±100 for the full control effect; nearly all actives have a fitted effect of over 50% in size
Pin1 inh = blocks the human prolyl isomerase Pin1 | Pin1 FP peptide displacement, HiFluor488, 10 min | Potency, µM (top dose mostly 115 µM), for inactives: at the highest dose activity, negative = inhibition, actives largely listed as inhibitors | hit rate 0.009% among 390,000; active = well fitted inhibition curve with a large enough effect in the polarisation, with a control signal flat, not every such curve was filed as active; inconclusive = small, poorly fitted or top-dose-only effect, or effect the other way, or a change in a side signal; inactive = no such curve, though single readings can be large or run the other way; the % refers to the polarisation; note: potency is the fitted concentration of half-maximal effect; % is set by controls: 0 for no effect and ±100 for the full control effect
Target sequence (Q13526 whole entry, looked up): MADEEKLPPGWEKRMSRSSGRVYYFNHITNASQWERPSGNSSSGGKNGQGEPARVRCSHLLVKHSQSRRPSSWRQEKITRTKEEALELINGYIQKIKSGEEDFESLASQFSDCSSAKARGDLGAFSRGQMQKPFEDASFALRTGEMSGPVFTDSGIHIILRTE
BAZ2B block = blocks human BAZ2B; Potency, µM (top dose mostly 114 µM), inactives show at the top dose activity change, negative = inhibition, hits mostly inhibitors; AID 504333; AlphaScreen BAZ2B-H3K14Ac peptide displacement; hit rate 4.4% among 360,000; Q9UIF8; note: potency is the fitted concentration of half-maximal effect; % is set by controls: 0 for no effect and ±100 for the full control effect; nearly all actives have a fitted effect of over 60% in size
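Protein-peptide AlphaScreen: BAZ2B 50 nM, b-H3K14Ac 50 nM, 1x PBS pH 7.4 + 0.01% Tween-20. Preincubation 30 min RT; cpd 30 min RT (top 110 uM); beads 20 min RT, light-protected.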
PI4K2A inh = inhibitors of human PI4K2A. AID 1346378. activity change, negative = inhibition, % at 76.9 µM. hit rate 0.13% among 420,000. purified PI4K2A, ADP-Glo luminescence, 1 h; hits give low values. Q9BTU6; in the data active = activity change below about -50%; inconclusive = mostly about -30% to -49%;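 note: -100% = wells without enzyme as full effect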
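In this quantitative HTS, ADP production by PI4K2A was quantified luminescently after 1 h at ambient temperature; 100 microM adenosine served as plate-quality control.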
Active calls of the source: *; i = inactive; ? = inconclusive; nt = no result given; & = joins results of further samples; [ ] = dose if it differs, or a comment. Unless noted, calls come from the whole dose curve; as a rule, active = well fitted curve in the direction sought with a large enough effect; inconclusive = small, poorly fitted or top-dose-only effect, or another doubt; inactive = no such curve, though single readings can be large; an effect the other way counts as inactive or inconclusive. Not all compounds are listed (hit frequency here may not be typical).

item	HP1b chromo inh	PGK inhibitor	BAZ2B block	JMJD2A Tudor	PI4K2A inh	Pin1 inh	G9a block	GLS inh	POLH inh	Molecule
1	-16%	-10%	nt	56µM*	-9	?	nt	-16%	-11%	CCOC(=O)C1Nc2ccc(C)cc2C2C=CCC12 (stereo not drawn)
2	61%[activator]	3%	12%	-24%	7	4%	22%[2.33 µM]	1%	-14%	Cc1nnsc1S(=O)(=O)c1ccccc1
3	-1%	-5%	-14%	89µM*	0	1%	17%	-9%	-14%	CCC(=O)Nc1sc2c(c1C#N)CCC2
4	32%	-8%	4%	-16%	-1	11%	-1%[59 µM]	-1%	-9%	CCc1ccccc1NC(=O)Cn1ncc2c(C)n(Cc3ccccc3F)c(C)c2c1=O
5	49%[activator]	-1%	-11%	-10%	1	5%	nt	-8%	7%	CCOc1ccccc1NC(=O)c1cc2ccccc2oc1=O
6	25%	-10%	-7%	-18%	-7	-8%	-50%	1%	-21%	CC(=O)c1noc(C)c1C(=O)Nc1nccs1
7	23%	-5%	13%	-13%	-3	2%	-41%	0%	4%	O=C(COc1ccc(C(=O)NCCN2CCOCC2)cc1)Nc1cccc(C(F)(F)F)c1
8	18%	7%	-5%	-13%	4	?	1%	3%	-1%	CC(C)C(NS(=O)(=O)c1ccccc1)C(=O)OCC(=O)NNC(=O)c1ccccc1 (stereo not drawn)
9	20%	-2%	2%	1%	-3	8%	-4%[59 µM]	-2%	-3%	CCCCOc1ccc(C2c3c(oc4ccccc4c3=O)C(=O)N2c2nc(C)c(C(=O)OCC)s2)cc1OC (stereo not drawn)
10	131%[activator]	i	18%	58%[activator]	-3	32%[activator]	nt	3%	0%	COc1ccc(C#Cc2ccc3c(c2)c(=O)c2ccccc2n3C)cc1
11	33%	-4%	17%	-20%	1	0%	?	-6%	-11%	COc1ccccc1Cn1c(-c2ccccc2OC)nc2ccccc21
12	16%	-4%	-3%	-4%	0	1%	?	-1%	5%	CCCCCSc1ncccc1C(=O)O
13	-7%	-7%	nt	-14%	2	4%	nt	1%	-16%	O=C(COc1ccc(-n2cnnn2)cc1)Nc1ccc(F)c(Cl)c1
14	29%	-3%	-34%	-33%	-5	-1%	?	-10%	-8%	Cn1c(=O)c(=O)n(C)c2cc(N3CCCC3)c(NS(=O)(=O)c3ccc(Cl)cc3)cc21
15	49%[activator]	-3%	-6%	-25%	-1	3%	-11%	3%	-4%	COc1cccc(CN2CCN(CCCc3ccccc3)C(CCO)C2)c1O (stereo not drawn)
16	28%	5%	nt	-2%	-1	-4%	nt	-1%	-21%	O=C(O)C1C2CC(C(Br)C2Br)C1C(=O)O (stereo not drawn)
17	27%	nt	-5%	-19%	-1	6%	?	-6%	nt	CCCCOC(=O)c1ccc(NC(=O)CSc2nc3c(c(=O)[nH]2)CCC3)cc1
18	63%[activator]	-4%	-17%	-15%	-2	-1%	6%	3%	-14%	CCC(C)(C)n1nnnc1C(c1ccc(F)cc1)N1CCC(C(N)=O)CC1 (stereo not drawn)
19	-2%	2%	-31%	?	2	9%	45µM*	-13%	3%	Cc1ccc(CNC(=O)c2ccc(OCC(C)C)cc2)n1C
20	42%	-7%	13%[57.1 µM]	-2%	0	-9%	2%[59 µM]	1%	-15%	Cc1ccc(CCNC(=O)c2c(C)oc3ncnc(N4CCOCC4)c23)cc1
21	27%	1%	?	-20%	-6	-4%	32µM*	3%	-12%	O=C(NCc1ccccc1)C12CC3CC(CC(C3)C1)C2
22	-13%	-4%	6%	?	-4	0%	28%	-14%	-11%	O=C(CN1CCOCC1)Nc1cc(C(F)(F)F)ccc1Cl
23	2%	-1%	1%	-2%	6	6%	-9%[12.7 µM]	22%	5%	CCCC(=O)Nc1nnc(Sc2ccc(N(C)C)cc2)s1
24	102%[activator]	-1%	nt	31%	3	2%	nt	-1%	?	CC(O)(c1ccc(Cl)cc1)C(c1ccccc1)c1ccccn1 (stereo not drawn)
25	27%	-4%	-34%	-1%	8	-2%	-46%	-2%	11%	O=C(CCCNS(=O)(=O)c1cccc2nsnc12)NCc1ccccc1
26	16%	i	-1%	-22%	-11	-6%	?	3%	-17%	CCCCNc1ccc2nsnc2c1[N+](=O)[O-]
27	14%	-4%	-28%	-4%	7	-4%	5%[59 µM]	-1%	-5%	COc1ccc(C(=O)n2nc(C)cc2C)cc1OC
28	31%	0%	-9%	-7%	-2	6%	?	-1%	-17%	CC(C)Cn1c(N)c(C(=O)COC(=O)c2cc(-c3ccccc3)nc3ccccc23)c(=O)n(C)c1=O
29	4%	-2%	-5%	-19%[11.4 µM]	0	-6%	-27%	-11%	7%	COc1ccc2[nH]c(=O)c(CN(C(=O)c3cccnc3)c3cccc(C)c3)cc2c1
30	61%	-5%	-1%	-19%	-4	5%	?	-2%	-5%	COc1ccc(CNC(=O)CS(=O)Cc2nc(-c3ccc(C)cc3)oc2C)cc1 (stereo not drawn)
31	38%	-7%	-8%	-12%	-1	3%	-16%	0%	-6%	Cc1ccc(CSCC(=O)N(C)CC(=O)Nc2c(Cl)cccc2Cl)cc1
32	?	0%	45µM*	50µM*	-3	0%	2.8µM*	14%	-19%	CCN(CC)c1ccc(NC(=O)COC(=O)Cc2ccsc2)cc1
33	101%[activator]	-8%	4%	40%[activator]	9	-6%	-4%[12.7 µM]	-5%	?	CCNc1nc(SCc2ccccc2)nc(N2CCOCC2)n1
34	5%	4%	-16%	-20%	3	24%	7%	12%	-23%	CN(C)/C=C/c1onc(-c2ccccc2Cl)c1C#N
35	17%	-3%	?	-19%	-5	2%	14%	23%	3%	O=C(NNC(=O)c1ccncc1)c1ccncc1
36	26%	-1%	?	-18%	-4	0%	79µM*	-3%	-18%	Cc1ccc(S(=O)(=O)N/N=C\c2cn(CC(N)=O)c3ccccc23)cc1C
37	11%	nt	-11%	-33%	1	-2%	-4%	2%	1%	CCOc1ccc(C(C(=O)Nc2ccc(F)cc2)N(C(=O)Cn2nnc3ccccc32)C2CC2)cc1 (stereo not drawn)
38	?	1%	?	?	-3	1%	10µM*	-16%	-17%	O=C(NC(=S)Nc1ccc(S(=O)(=O)Nc2nccs2)cc1)c1ccccc1F
39	5%	-1%	-25%[57.1 µM]	-24%	1	3%	-1%	-6%	-13%	C=CCn1c(Cc2ccc(OC)cc2)nnc1SCC(=O)c1cccc([N+](=O)[O-])c1
40	22%	-7%	2%	-24%	-2	2%	-25%[59 µM]	0%	1%	CCCS(=O)(=O)N1CCCC(C(=O)NCCOC)C1 (stereo not drawn)
41	15%	-8%	3%	-11%	-1	?	?	7%	-8%	COc1ccc(C2C(C#N)=C(N)Nc3nc4ccccc4n32)cc1 (stereo not drawn)
42	9%	-14%	0%	-27%	2	-1%	?	-20%	32µM*	O=C(O)c1cccc2c1C(=O)N(C1CCCCC1)C2
43	29%	-3%	50µM*	?	-2	26%	30%	0%	0%	N#CCC(=O)N/N=C\c1ccccc1OC/C=C/c1ccccc1
44	36%	8%	-11%	-9%	8	-12%	22%	48%[activator]	5%	O=C(O)c1sccc1Oc1ccc(NS(=O)(=O)c2cccc(F)c2)cc1
45	1%	-6%	?	-19%	-4	1%	8%[0.501 µM]	-18%	-10%	CC1CCc2sc3c(c2C1)c(=O)n(CC(=O)O)c(=O)n3Cc1ccc(Cl)cc1 (stereo not drawn)
46	7%	i	-12%	-13%	-4	-9%	nt	-7%	-4%	Cc1ccc2cc(N)ccc2n1
47	11%	1%	-19%	-7%	3	-5%	-10%	-1%	6%	O=C(NC1CCSc2ccccc21)c1ccc(C(F)(F)F)cc1 (stereo not drawn)
48	67%[activator]	-15%	-3%	-3%	4	-14%	?	0%	-4%	COc1ccc(N2C(=O)C3C(C2=O)C2C=CC3C23CC3)c(OC)c1 (stereo not drawn)
49	43%&23%[activator]	-8%&1%	-3%&-2%	5%&-11%	-1&-7	0%&2%	-8%[59 µM]	1%&1%	-15%&-7%	CCOCCCNC(=O)CN1C(=O)COc2ccc(S(=O)(=O)N3CCCC3)cc21
50	7%	-8%	1%	10%	0	-3%	9%[59 µM]	14%	-1%	COc1cccc(C2CC(C(F)(F)F)n3ncc(C(=O)Nc4c(C)n(C)n(-c5ccccc5)c4=O)c3N2)c1 (stereo not drawn)
51	27%	-1%	2%	-7%	-3	4%	47%[activator]	1%	-15%	CC(SCC(=O)Nc1ccc(F)cc1)c1nc2ccccc2c(=O)[nH]1 (stereo not drawn)
52	8%	-8%	14µM*	8.9µM*	7	5%	1.6µM*	-15%	-14%	COc1ccccc1/C=C/C=N/n1c(-c2ccccn2)n[nH]c1=S
53	45%[activator]	-3%	-13%[57.1 µM]	-6%	35	6%	-8%	-1%	-3%	Cc1c(OC(C)C(=O)NCCCN2CCOCC2)ccc2c1oc(=O)c1ccccc12 (stereo not drawn)

Five entries from above, with values under each structure:
The line under a structure holds: HP1b chromo inh	PGK inhibitor	BAZ2B block	JMJD2A Tudor	PI4K2A inh	Pin1 inh	G9a block	GLS inh	POLH inh
[47] O=C(NC1CCSc2ccccc21)c1ccc(C(F)(F)F)cc1 (stereo not drawn)
 : 11%	1%	-19%	-7%	3	-5%	-10%	-1%	6%
[39] C=CCn1c(Cc2ccc(OC)cc2)nnc1SCC(=O)c1cccc([N+](=O)[O-])c1
 : 5%	-1%	-25%[57.1 µM]	-24%	1	3%	-1%	-6%	-13%
[32] CCN(CC)c1ccc(NC(=O)COC(=O)Cc2ccsc2)cc1
 : ?	0%	45µM*	50µM*	-3	0%	2.8µM*	14%	-19%
[44] O=C(O)c1sccc1Oc1ccc(NS(=O)(=O)c2cccc(F)c2)cc1
 : 36%	8%	-11%	-9%	8	-12%	22%	48%[activator]	5%
[33] CCNc1nc(SCc2ccccc2)nc(N2CCOCC2)n1
 : 101%[activator]	-8%	4%	40%[activator]	9	-6%	-4%[12.7 µM]	-5%	?

Screening data (PubChem BioAssay)
